From PubChem
NPC1 prom act: NPC1 promoter activation; Huh7 NPC1 promoter luciferase reporter, 24 h; Potency, µM (doses to about 9.22 µM), for the others: at the highest dose activation, most hits filed as activators; hit rate 2.4% among 320,000;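 further: potency means the concentration at half of the fitted maximal effect; % of control where 0% means no effect; nearly all actives have a fitted effect of over 60% in size; reporter is driven by a mutant NPC1 promoter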
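Luminescence read-out of NPC1 promoter-driven luciferase in stably transfected Huh7 cells; compounds delivered in DMSO and left 24 h at 37C, 5% CO2, qHTS titration format.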
FLuc counter: counter-screen for miR-21 project: firefly luciferase inhibitors or activators | P08659 | purified FLuc, Km substrates, luminescence inhibition | Potency, µM (titrated, usually from 57.5 µM), for the others: top-dose activity change, negative = inhibition, most hits filed as inhibitors | hit rate 6.9% among 360,000;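 further: potency means the concentration at half of the fitted maximal effect; plate controls were vehicle for no effect and reference inhibitor for full effect; nearly all actives have a fitted effect of over 55% in size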
Target sequence (P08659 whole entry, looked up): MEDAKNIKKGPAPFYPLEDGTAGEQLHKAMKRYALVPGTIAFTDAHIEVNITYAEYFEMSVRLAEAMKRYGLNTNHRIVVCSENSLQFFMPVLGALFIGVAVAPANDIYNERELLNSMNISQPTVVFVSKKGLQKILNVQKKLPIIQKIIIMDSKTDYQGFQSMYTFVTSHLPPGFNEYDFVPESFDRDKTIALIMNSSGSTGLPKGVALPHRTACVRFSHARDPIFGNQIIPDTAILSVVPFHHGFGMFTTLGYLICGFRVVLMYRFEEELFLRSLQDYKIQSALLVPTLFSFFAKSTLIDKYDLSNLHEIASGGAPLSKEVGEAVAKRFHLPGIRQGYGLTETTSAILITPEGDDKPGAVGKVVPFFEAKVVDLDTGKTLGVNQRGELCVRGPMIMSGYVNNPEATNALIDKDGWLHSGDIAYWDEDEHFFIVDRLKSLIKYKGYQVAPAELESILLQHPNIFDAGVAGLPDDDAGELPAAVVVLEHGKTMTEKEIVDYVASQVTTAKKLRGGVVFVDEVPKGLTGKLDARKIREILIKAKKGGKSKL
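Purified P. pyralis luciferase, 10 nM final, with Km-level 10 uM D-luciferin and 10 uM ATP in 50 mM Tris acetate pH 7.5, 10 mM Mg acetate, 0.01% Tween-20, 0.05% BSA; 6-point qHTS titration about 60 µM downward; luminescence read.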
BRCA1 expr act: BRCA1 expression activation. MCF7-BRCA1-FFLuc reporter, luminescence, 48 h; response scale: scaled: vehicle 0%, 10 µM genistein 100%. hit rate 1.1% among 380,000. Potency, µM (titrated, usually from 46.1 µM), without a hit: top-dose activation, usual class: activators; further: potency means the concentration at half of the fitted maximal effect; nearly all actives have a fitted effect of over 80% in size; some results filed as inactive show a strong effect at the top dose
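Luminescence from a BRCA1-driven firefly luciferase in MCF7 cells was the read-out, taken 15 min after substrate addition following 48 h compound exposure at 37 °C. Data were normalized to a 10 microM genistein control and DMSO vehicle.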
p53 reactivation: restores transcriptional activity of mutant p53. H1299 p53-A138V BP100-luciferase reporter, luminescence, 24 h. Potency, µM (series often up to 92.2 µM), for inactives: at the highest dose activity change, positive = activation, actives largely listed as activators. hit rate 0.063% among 320,000; further: potency means the concentration at half of the fitted maximal effect; % of control where 0% means no effect; nearly all actives have a fitted effect of over 45% in size
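p53-null H1299 cells stably carrying temperature-sensitive p53-A138V and a BP100-luciferase reporter were pinned with compounds (4-point, 1:5 series) and held 24 hrs at 37 deg C. Luminescence was read 10 min after detection reagent.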
Giardia killer: kills Giardia lamblia; Giardia lamblia trophozoite viability; activity change, % at 7.66 µM, hits read low; hit rate 0.15% among 340,000; AID 540267; in the data active means activity change below about -80%; inconclusive means between about -30% and that limit;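 further: parasites exposed to compound for two days anaerobically before the ATP read; on the % scale 0 is the no-effect control and ±100 the full control effect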
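ATP-content bioluminescence gauges trophozoite survival. Cells (100/well) receive compound and incubate anaerobically for 48 hrs at 37 deg C; detection reagent follows for 15-30 min at room temperature.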
ELG1 genotoxic: induces genotoxicity in HEK293T cells with luciferase-tagged ELG1; Potency, µM (highest dose often 46 µM), inactives show at the highest dose activity change, positive = activation, usual class: activators; hit rate 1.3% among 330,000; AID 504466; HEK293T ELG1-luciferase reporter, luminescence, 16 h; further: potency means the concentration at half of the fitted maximal effect; % of control where 0% means no effect; nearly all actives have a fitted effect of over 60% in size
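Cells (2,000/well) expressing the ELG1-luciferase fusion are dosed by pin tool and kept 16 hr at 37 °C, 5% CO2. Signal comes from ONE-Glo luciferase reagent after 30 min at room temperature.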
Rab9 promoter act: Rab9 promoter activation; Potency, µM (titrated, usually from 9.22 µM), for the others: at the top dose activation, negative = inhibition, usual class: activators; hit rate 2.8% among 320,000; AID 485297; Huh7 Rab9 promoter-luciferase reporter, luminescence, 24 h; further: potency means the concentration at half of the fitted maximal effect; % of control where 0% means no effect; nearly all actives have a fitted effect of over 60% in size
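Promoter activation is measured as luciferase luminescence in Huh7 cells stably transfected with a Rab9 promoter–luciferase construct, following 24 h compound exposure at 37 °C and 10 min reagent incubation at ambient temperature.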
RORg inh: blocks mouse ROR gamma transcriptional activity; P51450; Drosophila S2 Gal4-RORgamma UAS-luciferase reporter, 20 h; Potency, µM (top dose mostly 53.6 µM), without a hit: at the highest dose activity change, negative = inhibition, hits mostly inhibitors; hit rate 5.4% among 310,000; further: potency means the concentration at half of the fitted maximal effect; on the % scale 0 is the no-effect control and ±100 the full control effect; nearly all actives have a fitted effect of over 60% in size
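ROR gamma transcriptional activity was tracked as Gal4-UAS luciferase output in stably transfected Drosophila Schneider cells, with compound added 1 hr before 700 uM copper sulfate induction and a 20 hr ambient-temperature incubation.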
PKM2 act: PKM2 (human) enzyme activation; P14618; purified PKM2, Kinase-Glo ATP luminescence, activation; response scale: 0% is enzyme alone, no compound; Potency, µM (highest dose often 57.5 µM), for the others: at the highest dose activation, hits mostly activators; hit rate 0.34% among 260,000; AID 1631; further: potency means the concentration at half of the fitted maximal effect; on the % scale 0 is the no-effect control and ±100 the full control effect; nearly all actives have a fitted effect of over 55% in size
Target sequence (P14618 whole entry, looked up): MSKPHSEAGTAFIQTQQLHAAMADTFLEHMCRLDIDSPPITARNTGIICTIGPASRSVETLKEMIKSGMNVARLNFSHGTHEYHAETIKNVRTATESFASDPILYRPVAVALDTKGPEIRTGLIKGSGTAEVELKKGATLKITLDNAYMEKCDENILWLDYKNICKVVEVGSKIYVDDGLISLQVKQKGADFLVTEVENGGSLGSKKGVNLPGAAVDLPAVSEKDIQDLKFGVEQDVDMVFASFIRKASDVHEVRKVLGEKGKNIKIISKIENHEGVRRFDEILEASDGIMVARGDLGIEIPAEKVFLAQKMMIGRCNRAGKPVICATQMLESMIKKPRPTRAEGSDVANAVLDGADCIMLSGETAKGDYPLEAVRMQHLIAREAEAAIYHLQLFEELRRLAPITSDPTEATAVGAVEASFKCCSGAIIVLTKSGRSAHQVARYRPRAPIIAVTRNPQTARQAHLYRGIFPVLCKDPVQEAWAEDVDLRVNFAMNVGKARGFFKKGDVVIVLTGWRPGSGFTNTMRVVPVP
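Purified hPK-M2 (>95%) run at intermediate activity with 0.1 mM ADP and 0.5 mM PEP in 50 mM imidazole pH 7.2, KCl, MgCl2; 1 h room temperature. ATP formed read by Kinase-Glo luminescence; normalized to uninhibited and no-enzyme controls.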
Menin-MLL TR inh: menin-MLL binding inhibition, Texas Red mutant peptide; O00255; Menin + Texas Red MLL mutant peptide, fluorescence polarization; Potency, µM (highest dose often 61.6 µM), for inactives: at the top dose FP activity change, negative = inhibition, hits mostly inhibitors; hit rate 0.23% among 270,000; AID 1768; active means well fitted inhibition curve with a large enough effect in the polarisation, with a control signal flat, not every such curve was filed as active; inconclusive means small, poorly fitted or top-dose-only effect, or effect the other way, or a change in a side signal; inactive means no such curve, though single readings can be large or run the other way; the % refers to the polarisation; further: potency means the concentration at half of the fitted maximal effect; % of control where 0% means no effect; many of its hits are not listed in these tables
VP16 counter: counter-screen for ROR gamma inhibitors: Gal4-VP16 reporter. Potency, µM (top dose mostly 53.6 µM), for the others: at the top dose activity, negative = inhibition, hits mostly inhibitors. Drosophila S2 Gal4-VP16 UAS-luciferase, luminescence, 20 h. hit rate 3.5% among 310,000;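 further: Gal4-VP16 expression switched on by copper sulfate through the metallothionein promoter; potency means the concentration at half of the fitted maximal effect; on the % scale 0 is the no-effect control and ±100 the full control effect; nearly all actives have a fitted effect of over 50% in size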
* hit, by the source's call; ? = inconclusive; . = not tested or not shown; [ ] = remark or other dose. Unless noted, the call rests on the fitted dose curve; in most records, active means well fitted curve in the direction sought with a large enough effect; inconclusive means small, poorly fitted or top-dose-only effect, or another doubt; inactive means no such curve, though single readings can be large; an effect the other way counts as inactive or inconclusive.

SMILES	NPC1 prom act	FLuc counter	BRCA1 expr act	p53 reactivation	Giardia killer	ELG1 genotoxic	Rab9 promoter act	RORg inh	PKM2 act	Menin-MLL TR inh	VP16 counter
O=C(c1ccc2c(c1)OCCO2)N1CCN(c2ccc([N+](=O)[O-])cc2)CC1	-6%	1%	.	-1%	.	-5%	1%	5%	-7%	-1%	1%
CCn1c(=O)cc(OCC(=O)Nc2ccc3c(c2)OCCO3)c2ccccc21	-2%	?	3%	3%	16	3%	-5%	14%	-8%	2%	-9%
CCC(C)c1ccccc1NC(=O)C1CCCO1 (stereo not drawn)	0%	-1%	2%	0%	0	1%	4%	10%	-1%	.	17%
N#Cc1c(NC(=S)NC(=O)c2ccccc2)sc2c1CCCC2	25%	?	-12%	?	0	11%	?	6.3µM*	-3%	?	10µM*
Cc1ccc(C(=O)NCC#N)cc1	0%	-2%	-6%	-4%	-7	0%	-2%	-13%	.	8%	-4%
Cc1ccc(NS(=O)(=O)c2cc(C(=O)NCc3ccccn3)ccc2Cl)cc1C	0%	-1%	-38%	4%	4	-1%	-5%	6%	2%	-9%	0%
CCCNC(=O)c1ccc(N2CC3CC(C2)c2cccc(=O)n2C3)c(NC(=O)Nc2ccc(CC)cc2)c1 (stereo not drawn)	-2%	4%	-7%	-5%	9	0%	-3%	15%	.	.	-4%
CCN1C(=O)[C@H]2[C@@H](c3ccc(-c4cccc(Cl)c4)cc3)N[C@@](Cc3ccccc3)(C(=O)OC)[C@H]2C1=O	-5%	-4%	-49%	2%	-18	-2%	-3%	.	.	.	.
Cc1ccc(N=CC2=C(O)CC(c3ccc(Cl)cc3)CC2=O)cc1 (stereo not drawn)	2%	18%	-4%	1%	-8	?	1%	3%	3%	-9%	-6%
Nc1nnc(SCC(=O)Nc2ccc3c(c2)OCCO3)s1	19%	19µM*	1%[1.84 µM]	21%	4	?	3%	-8%	-1%	-12%	15%
O=[N+]([O-])c1ccc(Cl)c2c1C1C=CCC1C(c1ccccn1)N2 (stereo not drawn)	-2%	-12%	-15%	1%	-4	-1%	-7%	3%	-28%	?	3%
Cn1c(SCC(=O)N/N=C/c2ccccn2)nnc1-c1ccccc1	-6%	3%	0%	-2%	-11	1%	-6%	-9%	1%	.	-4%
Cc1ccc(CNC(=O)CNC(=O)[C@@H]2Cc3ccccc3CN2)cc1	1%	1%	7%	12%	-11	0%	3%	11%	3%[0.46 µM]	5%	-4%
COC(=O)c1c(NC(=O)C2CCCCC2)sc2c1CC(C)(C)NC2(C)C	-3%	3%	-30%	0%	-1	-2%	0%	-3%	1%	-12%	0%
O=C(CN1CCC(O)(c2ccccc2F)CC1)NCCc1c[nH]c2ccccc12	-4%	-1%	-8%	-5%	-16	-1%	-8%	21%	-6%	-1%	1%
Cc1cc(C(=O)O)ccc1NCc1cccnc1	2%	0%	-3%	.	-11	1%	0%	.	3%	9%	.
O=C1NC(c2ccc(Cl)cc2)=COc2ccccc21	-2%	-4%	23%	1%	1	5%	-1%	-15%	-14%	-11%	-2%
CC(C)(C)OC(=O)NCCCCCNC(=O)c1[nH]cnc1C(=O)Nc1cccc(Cl)c1	-2%	-2%	0%	-11%	-4	1%	-1%	.	.	.	.
CCC(C)(C(=O)NC1CCCC1)N(C(=O)CNC(=O)c1ccccc1)c1c(C)n(C)n(-c2ccccc2)c1=O (stereo not drawn)	0%	-1%	28%	-2%	12	24%	1%	16%	-3%	-3%	10%
O=C(Nc1cccc2ccccc12)c1ccc([N+](=O)[O-])cc1	-3%	-11%	-11%	9%	5	1%	9%	8%	3%[11.5 µM]	10%	-4%
CCCS(=O)(=O)c1c(S(=O)(=O)CCC)c2c(C)cccn2c1C(=O)N/N=C/c1cc(O)cc(O)c1	-6%	0%	-81%	?	-3	14%	-19%	?	?	?	-3%
NC(N)=Nc1nc(-c2ccccc2)c2ccccc2n1	-6%	5%	-40%	0%	4	-5%	-23%	?	1%	?	?
O=C(Nc1ccc2ncccc2c1)c1cc(Cl)ccc1Cl	?	?	7.9µM*	11%	-12	-3%	?	?	-2%	8%	?
C=CCn1c(SCC(=O)Nc2sccc2C(N)=O)nc2ccccc2c1=O	-4%	0%	-47%	-2%	-1	-1%	-8%	?	1%	?	-2%
CC(C)(CNC(=O)c1cccc(S(=O)(=O)Nc2ccc(Br)cc2)c1)N1CCOCC1	0%	3%	-36%	-3%	-15	-10%	-3%	.	.	.	.

Gathered by group: the compounds so far with a nitro group on carbon (three)
SMILES	NPC1 prom act	FLuc counter	BRCA1 expr act	p53 reactivation	Giardia killer	ELG1 genotoxic	Rab9 promoter act	RORg inh	PKM2 act	Menin-MLL TR inh	VP16 counter
O=C(c1ccc2c(c1)OCCO2)N1CCN(c2ccc([N+](=O)[O-])cc2)CC1	-6%	1%	.	-1%	.	-5%	1%	5%	-7%	-1%	1%
O=[N+]([O-])c1ccc(Cl)c2c1C1C=CCC1C(c1ccccn1)N2 (stereo not drawn)	-2%	-12%	-15%	1%	-4	-1%	-7%	3%	-28%	?	3%
O=C(Nc1cccc2ccccc12)c1ccc([N+](=O)[O-])cc1	-3%	-11%	-11%	9%	5	1%	9%	8%	3%[11.5 µM]	10%	-4%

The list goes on:
SMILES	NPC1 prom act	FLuc counter	BRCA1 expr act	p53 reactivation	Giardia killer	ELG1 genotoxic	Rab9 promoter act	RORg inh	PKM2 act	Menin-MLL TR inh	VP16 counter
CCCCNC(=O)Nc1ccccc1Br	-2%	?	32%	?	0	-2%	4%	22%	-2%	12%	-10%
Cc1ccc2nc(N/N=C/c3ccco3)cc(C)c2c1	2.8µM*	2.7µM*	46%	14%	14	9%	2.5µM*	6.3µM*	5%	1%	?
CC(C)N(Cc1c(O)ccc2c(=O)c(-c3ccc(Cl)cc3)coc12)C(C)C	0%	?	-38%	-3%	-10	0%	-1%	9%	-1%	10%	-5%
O=C(Nc1ccc(S(=O)(=O)N2CCCCCC2)cc1)C1CCCO1 (stereo not drawn)	-4%	0%	-1%	9%	-4	4%	-4%	14%	1%	-1%	3%
COc1ccccc1C(=O)COC(=O)c1c(-c2ccccc2)noc1C	2%	-7%	5%	-1%	-19	-10%	-1%	.	.	.	.
O=C(/C=C/c1cccc([N+](=O)[O-])c1)c1ccc2c(c1)OCCO2	14%	?	-1%	18%	-17	?	3%	?	10%	-18%	?
Cc1nnc(SCC(=O)N(CC(C)C)C2CCS(=O)(=O)C2)s1 (stereo not drawn)	1%	-1%	1%	4%	-22	-1%	0%	.	.	.	.
CC(C)C[C@@H]1NC(=O)[C@H](Cc2ccc(O)cc2)NC(=O)[C@H](CCC(N)=O)NC(=O)c2cc([N+](=O)[O-])cc(I)c2NCC[C@@H](C(N)=O)NC1=O	-4%	0%	.	9%	.	1%	2%	-14%	-4%	-6%	-8%
O=C1C2C3C=CC(C2C(=O)N1c1nccs1)C1C(=O)N(c2nccs2)C(=O)C31 (stereo not drawn)	4%	0%	1%	1%	3	4%	0%	-10%	-3%	-27%	-2%
N#Cc1cn(Cc2cccc(Cl)c2)c2ccccc12	2%	-2%[2.3 µM]	-30%	-10%	-2	-1%	-6%	-28%	-5%	64%[activator]	10%
CN(C(=O)c1cncc(Br)c1)C1C2CC3CC(C2)CC1C3 (stereo not drawn)	12%	?	49%	-8%	23	-1%	15%	26%	0%	-23%	-21%
NS(=O)(=O)c1ccc(NC(=S)Nc2ccc(Br)c(Cl)c2)cc1	-10%	-10%	3%	0%	10	-5%	-3%	-26%	-2%	?	7%
CC(c1nnc(SCC(=O)Nc2ccc3[nH]c(=O)[nH]c3c2)n1Cc1ccccc1)N(C)C (stereo not drawn)	1%	0%	-1%	-4%	-1	-1%	0%	-15%	8%	4%	-1%

Given with two lines to a compound: 4 of the compounds above.
Under each structure – NPC1 prom act	FLuc counter	BRCA1 expr act	p53 reactivation	Giardia killer	ELG1 genotoxic	Rab9 promoter act	RORg inh	PKM2 act	Menin-MLL TR inh	VP16 counter
> O=C(Nc1ccc(S(=O)(=O)N2CCCCCC2)cc1)C1CCCO1 (stereo not drawn)
→ -4%	0%	-1%	9%	-4	4%	-4%	14%	1%	-1%	3%
> NS(=O)(=O)c1ccc(NC(=S)Nc2ccc(Br)c(Cl)c2)cc1
→ -10%	-10%	3%	0%	10	-5%	-3%	-26%	-2%	?	7%
> CC(c1nnc(SCC(=O)Nc2ccc3[nH]c(=O)[nH]c3c2)n1Cc1ccccc1)N(C)C (stereo not drawn)
→ 1%	0%	-1%	-4%	-1	-1%	0%	-15%	8%	4%	-1%
> O=C1C2C3C=CC(C2C(=O)N1c1nccs1)C1C(=O)N(c2nccs2)C(=O)C31 (stereo not drawn)
→ 4%	0%	1%	1%	3	4%	0%	-10%	-3%	-27%	-2%

These rows are one share of the data; the hit share may differ from the screen's.
